ASM inhibitor: human S-ASM enzyme inhibition; AID 504937; P17405; hit rate 0.006% among 340,000; placental ASM, HMU-PC fluorogenic substrate, 60 min; Potency, µM (doses to about 57.5 µM), without a hit: at the highest dose activity change, negative = inhibition, hits mostly inhibitors; further: potency means the concentration at half of the fitted maximal effect
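qHTS format. ASM enzyme prepared from human placenta hydrolyses the fluorogenic substrate HMU-PC0 (9 uM final) over 60 min at 37 °C after a 10 min compound preincubation.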
TRPV1 ag: agonists of human vanilloid receptor 1 (TRPV1) | hit rate 0.19% among 320,000 | TRPV1-expressing cells, Fluo-8 calcium influx, agonist mode | activation, % at 8.33 µM | AID 540275; in the data active means activation above about 80%; inconclusive means between about 30% and that limit; further: 0% is about no effect
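Cells expressing TRPV1 were dye-loaded with Fluo-8 and read kinetically: 10 s baseline, 3 min after compound (agonist portion), then 2 min after EC20 capsaicin (allosteric enhancer portion). Calcium-bound dye fluorescence at 480/520 nm.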
KCNH2 3.1 block: blocks the human KCNH2 3.1 channel isoform; U2OS KCNH2 3.1, thallium flux FluxOr; stronger effect = lower value; activity change, % (tested at about 1.8 µM); hit rate 0.95% among 340,000;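 active means maximum activity change below -70%; inconclusive means maximum activity change from -70% to -50%; inactive means maximum activity change above -50%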;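 further: thallium influx rate constant from kinetic fluorescence after stimulation buffer; on the % scale 0 is the no-effect control and ±100 the full control effect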
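Channel expression came from 3.1 mutant virus (1.77 x 10^8 /mL) applied to suspended U2OS cells for 4 h. Flux was tracked with FluxOr dye plus Red40 quencher, and kinetic rate constants normalized to controls.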
KCNH2 WT inh: KCNH2 (human, wildtype) channel inhibition. Q12809. activity change, % at 1.84 µM. hit rate 0.37% among 340,000. U2OS, BacMam KCNH2, thallium flux FluxOr; stronger effect = lower value;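 active means maximum activity change below -70%; inconclusive means maximum activity change between -70% and -50%; inactive means maximum activity change above -50%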; further: on the % scale 0 is the no-effect control and ±100 the full control effect
Target sequence (Q12809 whole entry, looked up): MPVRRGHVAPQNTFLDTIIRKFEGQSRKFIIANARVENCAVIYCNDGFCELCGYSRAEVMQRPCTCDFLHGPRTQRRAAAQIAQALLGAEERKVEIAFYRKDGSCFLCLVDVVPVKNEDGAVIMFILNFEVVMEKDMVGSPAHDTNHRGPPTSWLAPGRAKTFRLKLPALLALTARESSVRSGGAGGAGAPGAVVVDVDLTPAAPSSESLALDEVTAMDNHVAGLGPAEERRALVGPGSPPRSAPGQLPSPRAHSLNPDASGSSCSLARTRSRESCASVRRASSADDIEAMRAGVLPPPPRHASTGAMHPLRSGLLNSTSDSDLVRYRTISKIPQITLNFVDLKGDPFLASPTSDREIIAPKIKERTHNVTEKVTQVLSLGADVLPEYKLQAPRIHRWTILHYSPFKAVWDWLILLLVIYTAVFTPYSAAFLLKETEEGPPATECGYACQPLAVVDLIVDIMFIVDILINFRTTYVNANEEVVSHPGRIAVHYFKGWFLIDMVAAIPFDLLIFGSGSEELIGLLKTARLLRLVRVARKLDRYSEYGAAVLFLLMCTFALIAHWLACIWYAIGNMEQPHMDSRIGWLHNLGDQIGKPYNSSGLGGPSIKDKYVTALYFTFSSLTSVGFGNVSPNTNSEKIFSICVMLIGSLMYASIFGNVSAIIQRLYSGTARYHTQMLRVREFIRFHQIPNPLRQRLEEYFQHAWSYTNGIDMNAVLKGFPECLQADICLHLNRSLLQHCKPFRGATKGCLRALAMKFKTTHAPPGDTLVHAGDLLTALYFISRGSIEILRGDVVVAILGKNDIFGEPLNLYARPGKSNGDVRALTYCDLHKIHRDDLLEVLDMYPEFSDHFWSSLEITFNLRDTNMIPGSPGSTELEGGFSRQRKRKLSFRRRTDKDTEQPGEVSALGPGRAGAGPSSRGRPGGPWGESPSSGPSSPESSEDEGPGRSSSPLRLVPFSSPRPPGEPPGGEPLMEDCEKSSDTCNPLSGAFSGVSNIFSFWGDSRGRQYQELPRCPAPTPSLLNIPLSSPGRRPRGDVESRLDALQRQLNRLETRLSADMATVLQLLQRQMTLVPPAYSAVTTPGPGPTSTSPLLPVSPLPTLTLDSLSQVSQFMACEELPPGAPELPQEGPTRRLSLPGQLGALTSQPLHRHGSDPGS
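U2OS cells were transduced with wild-type KCNH2 virus (2.03 x 10^8 / mL) for 4 h at room temperature, then cultured overnight at 37 C. Thallium flux was read with FluxOr dye. Rate constants were normalized to DMSO controls.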
a7 integrin act: integrin-mediated muscular dystrophy alleviation activation; Potency, µM (series often up to 38.3 µM), for the others: at the top dose activation, most hits filed as activators; hit rate 0.064% among 350,000; AID 624291; alpha7betagal myoblasts, beta-gal FDG fluorescence, 48 h;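 further: potency means the concentration at half of the fitted maximal effect; 100% = response of the positive control SU9516; nearly all actives have a fitted effect of over 60% in size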
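Alpha7betagal+/- myoblasts (passage 13) were plated 16-24 hr, then exposed to compounds (1:260 dilution of DMSO stock) for 48 hours at 37C. After MPER lysis, β-galactosidase reporter activity was read as FDG fluorescence (ex 480/em 540) after 30 minutes.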
FBPA coupling cs: inhibits coupling enzyme system, counter-screen for aldolase hits; coupling enzyme system counterscreen, AmpLite Red fluorescence; activity change, negative = inhibition, % at 58.2 µM, hits read low; hit rate 0.67% among 290,000; AID 2472; in the data active means activity change below about -30%; further: on the % scale 0 is the no-effect control and ±100 the full control effect
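Activity here indicates interference with the coupling reaction, not aldolase inhibition. Compounds at 57.5 uM final met coupling enzymes for 10 min at RT; substrate and AmpLite Red detection followed, with a 525/598 nm fluorescence read after 20 min.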
GALK inhibitor: inhibitors of human galactokinase | P51570 | Potency, µM (titrated, usually from 57.5 µM), without a hit: at the highest dose activity change, negative = inhibition, hits mostly inhibitors | hit rate 0.007% among 270,000 | AID 1868 | Purified GALK, Kinase-Glo residual ATP luminescence; further: potency means the concentration at half of the fitted maximal effect; on the % scale 0 is the no-effect control and ±100 the full control effect
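Galactose (100 uM) and ATP (35 uM) were turned over by 5 nM GALK for 1 h at RT. Kinase-Glo Plus then converted the remaining ATP into a luminescent signal.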
CXXC DNA block: blocks binding of human MLL CXXC domain to DNA; Potency, µM (top dose mostly 115 µM), for the others: top-dose activity change, negative = inhibition, most hits filed as inhibitors; Q03164; hit rate 0.037% among 290,000; MLL-CXXC / FITC-HOXA9 DNA fluorescence polarization; AID 2662; active means well fitted inhibition curve with a large enough effect in the polarisation, with a control signal flat, not every such curve was filed as active; inconclusive means small, poorly fitted or top-dose-only effect, or effect the other way, or a change in a side signal; inactive means no such curve, though single readings can be large or run the other way; the % refers to the polarisation; further: potency means the concentration at half of the fitted maximal effect
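Steps: dispense CXXC domain solution (7 uM) → pin compounds or unlabeled HOX-A9 DNA control → 5 min ambient → add FLSN-HOX-A9 solution (50 nM) → spin → 30 min ambient → fluorescence polarization. Tris pH 7.5/NaCl/DTT/BSA buffer.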
MBNL1-CUG inh: inhibitors of human MBNL1 binding to CUG repeat RNA; Q9NR56; TR-FRET MBNL1-His/biotin-(CUG)12 binding, 665/545 ratio; Potency, µM (top dose mostly 57.5 µM), inactives show at the highest dose activity change, negative = inhibition, actives largely listed as inhibitors; hit rate 0.036% among 280,000; AID 2675; active means well fitted inhibition curve with a large enough effect in the signal ratio, with a control signal flat, not every such curve was filed as active; inconclusive means small, poorly fitted or top-dose-only effect, or effect the other way, or a change in a side signal; inactive means no such curve, though single readings can be large or run the other way; the % refers to the signal ratio; further: potency means the concentration at half of the fitted maximal effect; on the % scale 0 is the no-effect control and ±100 the full control effect
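Compound titration spanned 92 nM–58 uM against the MBNL1-His/biotin-(CUG)12 complex. After 60 min at room temperature with 5 nM streptavidin-XL665 and 0.055 ng/ul terbium anti-His, ratiometric 665/545 nm emission (Ex 340 nm) normalized to controls.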
A-T KAP1 phos: potential ataxia-telangiectasia treatment; […] A-T fibroblasts, KAP-1 phosphorylation AlphaLISA; neocarzinostatin DNA damage 30 min before lysis; Potency, µM (series often up to 57.5 µM), for the others: at the top dose activation, actives largely listed as activators; hit rate 0.19% among 320,000; AID 485349; further: potency means the concentration at half of the fitted maximal effect; % of control where 0% means no effect; nearly all actives have a fitted effect of over 45% in size
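ATM-like activity read as KAP-1 phosphorylation via AlphaLISA donor/acceptor antibody pairs after lysis and 6 hr at 25C. Cells were ATM-null patient fibroblasts ([…], hTERT), dosed 60 min, then exposed to the DSB inducer NCS for 30 min.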
An asterisk follows results filed as active; u = inconclusive; x = no result given; [ ] = another dose, or the depositor's remark. Unless noted, the call rests on the fitted dose curve; in most records, active means well fitted curve in the direction sought with a large enough effect; inconclusive means small, poorly fitted or top-dose-only effect, or another doubt; inactive means no such curve, though single readings can be large; an effect the other way counts as inactive or inconclusive.

SMILES	ASM inhibitor	TRPV1 ag	KCNH2 3.1 block	KCNH2 WT inh	a7 integrin act	FBPA coupling cs	GALK inhibitor	CXXC DNA block	MBNL1-CUG inh	A-T KAP1 phos
COc1ccc(CSc2nc(C)cc(=O)[nH]2)cc1	4%	-1	-1	-6	1%	1	-1%	-5%	9%	6%
COCCNC(=O)CSc1nc2sccc2c(=O)n1-c1ccccc1	8%	-2	-15	3	7%	2	7%	6%	-2%	-7%
N=c1c2c(ncn1CCN1CCOCC1)Oc1cc(O)ccc1C2c1ccccc1 (configuration not stated)	0%	8	-9	19	-3%	4	7%	6%	-8%	2%
CC1CCN(C(=O)c2cccc(NC(=O)c3cccs3)c2)CC1	-1%	11	10	-6	-21%	8	0%	9%	2%	2%
COc1cccc(N=C2NC(=O)/C(=C/c3cc([N+](=O)[O-])ccc3O)S2)c1	-12%	5	3	-4	u	8	-17%	3%	7%	-8%
COc1ccc(NC(=S)N(CCN2CCCCC2)Cc2ccco2)cc1	3%	4	-10	4	7%	0	-1%	1%	-13%	-6%
CC(C)(C)c1cc(P(=O)(c2ccccc2)c2ccccc2)ccc1O	-2%	x	-22	-1	19%	3	-3%	-2%	x	2%
CC(C)Cn1cnc2c(c(-c3ccccc3)c(-c3ccccc3)n2Cc2ccco2)c1=N	-6%	5	-101*	-74*	-76%[inhibitor]	5	1%	23%	-5%	0%
COCCn1cnc2cc(C)c(C)cc21	1%	0	-1	3	-30%	0	0%	0%	-8%	4%
Clc1ccc(/C=N/Nc2ncnc3nc[nH]c23)cc1	-4%	2	-13	-4	-15%	0	-4%	-15%	2%	7%
CC(C)(C)SCCNC(=O)c1ccc(Cl)c([N+](=O)[O-])c1	2%	-12	0	6	21%	-3	2%	-6%	x	19%
Cc1cccc(C(=O)N[C@H](C(=O)Nc2ccc(C)c(S(=O)(=O)N(C)C)c2)C(C)C)c1	-2%	1	4	-4	-30%	1	0%	-1%	-4%	u
COc1cccc(-c2cc(-c3cccnc3)c(C#N)c(N)n2)c1	x	8	15	-18	-1%	1	-3%	1%	11%	-2%
CC1CN(C(=O)CCC(=O)NCc2ccccc2)c2ccccc2O1 (configuration not stated)	7%	4	-48	-1	3%	-3	x	x	5%	-13%
CC1(C)CC(=O)c2c(nc3ccccc3c2N)C1	96%[activator]	-4	10	7	11%	-5	0%	12%	-9%	10%
c1ccc(Cn2ncc3c(N4CCN(C(c5ccccc5)c5ccccc5)CC4)ncnc32)cc1	-2%	4	-11	12	u	-1	-7%	26%	5%	21%
O=C1N[C@@H](Cc2c[nH]c3ccccc23)C(=O)N[C@H]1Cc1ccccc1	6%	x	14	-5	-7%	x	x	x	x	x
Cc1ccc(-n2cc(-c3ccc([N+](=O)[O-])cc3)[nH]c2=S)c(C)c1	-6%	-1	-33	-28	-17%	-1	-1%	1%	u	-7%
CCCSc1nc2c(c(=O)[nH]c(=O)n2C)n1C	0%	5	-2	1	-10%	3	5%	-4%	1%	0%
COc1ccc(C(=O)N/N=C/c2c(C)[nH]c(=O)[nH]c2=O)cc1	8%	-1	-17	-4	-3%	0	9%	6%	15%	-4%

A different layout for some results above:
Each structure is followed by: ASM inhibitor | TRPV1 ag | KCNH2 3.1 block | KCNH2 WT inh | a7 integrin act | FBPA coupling cs | GALK inhibitor | CXXC DNA block | MBNL1-CUG inh | A-T KAP1 phos
COc1ccc(CSc2nc(C)cc(=O)[nH]2)cc1
  4% | -1 | -1 | -6 | 1% | 1 | -1% | -5% | 9% | 6%
COCCNC(=O)CSc1nc2sccc2c(=O)n1-c1ccccc1
  8% | -2 | -15 | 3 | 7% | 2 | 7% | 6% | -2% | -7%
N=c1c2c(ncn1CCN1CCOCC1)Oc1cc(O)ccc1C2c1ccccc1 (configuration not stated)
  0% | 8 | -9 | 19 | -3% | 4 | 7% | 6% | -8% | 2%
CC1CCN(C(=O)c2cccc(NC(=O)c3cccs3)c2)CC1
  -1% | 11 | 10 | -6 | -21% | 8 | 0% | 9% | 2% | 2%
COc1cccc(N=C2NC(=O)/C(=C/c3cc([N+](=O)[O-])ccc3O)S2)c1
  -12% | 5 | 3 | -4 | u | 8 | -17% | 3% | 7% | -8%
COc1ccc(NC(=S)N(CCN2CCCCC2)Cc2ccco2)cc1
  3% | 4 | -10 | 4 | 7% | 0 | -1% | 1% | -13% | -6%
CC(C)(C)c1cc(P(=O)(c2ccccc2)c2ccccc2)ccc1O
  -2% | x | -22 | -1 | 19% | 3 | -3% | -2% | x | 2%

(next part)
SMILES	ASM inhibitor	TRPV1 ag	KCNH2 3.1 block	KCNH2 WT inh	a7 integrin act	FBPA coupling cs	GALK inhibitor	CXXC DNA block	MBNL1-CUG inh	A-T KAP1 phos
CSc1nc(C)c(CCO)c(=O)[nH]1	5%	-2	12	11	u	0	-1%	-7%	0%	0%
O=C(c1ccc(N2CCN(C(=O)c3ccccc3)CC2)cc1)c1cccc(F)c1	-3%	4	15	0	9%	3	4%	-7%	u	4%
O=S(=O)(c1ccccc1)N(CC(O)Cn1c2ccccc2c2ccccc21)c1ccccc1 (configuration not stated)	-15%	-2	-12	-5	-49%[inhibitor]	-3	3%	7%	-7%	9%
COc1cc(O)c(C(=O)O)c(CCc2ccccc2)c1	12%	x	4	-5	13%	x	x	x	x	2%[11.5 µM]
Cc1ccc(S(=O)(=O)NC(Cc2ccc(Cl)cc2)C(=O)O)cc1 (configuration not stated)	4%	2	-18	-2	4%	2	x	8%	8%	11%
COc1cc(CNC2CCCC2)c(Br)cc1OCc1ccccc1	-1%	2	-33	8	-68%[inhibitor]	-5	4%	-2%	-2%	2%
CC1CCCCN1C(=O)c1cc(S(=O)(=O)N2CCCCC2)c[nH]1 (configuration not stated)	-5%	2	4	15	-11%	2	x	0%	2%	0%
COc1cc(CC(=O)Nc2ncc(C)s2)cc(OC)c1OC	4%	3	9	4	-13%	0	2%	-3%	3%	-3%
CCc1ccc(OCC(=O)NCCOc2ccccc2)cc1	-1%	u	-4	0	33%	1	3%	-13%	-2%	x
Cc1cccc(Cn2ccc(NC(=O)c3cccnc3)n2)c1	3%	-3	-10	11	5%	-2	-3%	5%	-9%	0%
c1ccc2c(c1)c1c3n2CCNC3CCC1 (configuration not stated)	2%	-5	-4	-8	-25%	-50*	-1%	5%	-2%	x
COc1ccc(Br)c(C(=O)NCCC(C)C)c1	8%	0	0	-23	5%	2	3%	2%	u	-5%
COc1cnn(-c2ccc(C)cc2)c(=O)c1Cl	4%	2	32	-17	-9%	0	-1%	7%	9%	-5%
Cc1ccc(CNC(=O)c2cc(C3CC3)nc3c2cnn3C(C)C)cc1	-14%	u	-37	4	-18%	x	x	x	x	-7%
COc1cccc2cc(NC(=O)C3CCCCC3)c(=O)oc12	3%	3	1	0	9%	3	-1%	-14%	13%	3%
CSc1nc(Oc2ccc(=O)n(C)n2)nc(N(C)C)n1	4%	-1	8	4	23%	3	-1%	-7%	0%	-3%
CCOC(=O)C1=C(C)N=C2SC(C(=O)OC)=CC(=O)N2C1c1cccc(OC)c1 (configuration not stated)	-1%	-3	13	3	-19%	5	-1%	-5%	-6%	8%
Cc1ccc(NC(=O)NC(=O)N(c2ccccc2)S(C)(=O)=O)cc1	-2%	-3	-10	-2	13%	2	0%	-1%	-2%	0%
O=c1c(Cc2ccccc2O)c(O)nc2n1CCCS2	5%	0	-2	2	6%	2	0%	0%	0%	-3%
CCCCSc1nc(C)cc(NC(=S)Nc2ccc(OC)cc2)n1	-3%	-7	-12	-2	1%	0	-2%	1%	5%	1%
COc1ccc(Cc2nnc(NC(=O)c3ccc(Cl)c([N+](=O)[O-])c3)s2)cc1	-2%	1	14	-20	9%	0	2%	5%	5%	3%
Cc1ccc(SCC(=O)NN2C(=O)c3ccccc3C2=O)cc1	1%	-1	2	2	12%	6	-1%	-6%	u	1%
CNC(=O)c1ccsc1NC(=O)CCS(=O)(=O)c1ccc(F)cc1	1%	-3	-13	-11	-53%[inhibitor]	x	x	x	x	-8%
Cc1cccc(Nc2ncnc(N)n2)c1	-3%	1	6	-15	1%	-1	0%	0%	-6%	0%
Cc1cc(OCC(=O)NNC(=O)c2ccncc2)ccc1C(C)C	x	u	-9	0	-2%	x	x	x	x	4%
O=C(Nc1ccc(N2CCCC(O)C2)cc1)c1snc2c(=O)[nH]cnc12 (configuration not stated)	2%	0	0	3	6%	2	0%	-4%	u	3%
COc1ccc(CC(=O)Nc2ccc(S(=O)(=O)Nc3nc(C)cc(C)n3)cc2)cc1	3%	-1	-1	-16	-1%	8	1%	-25%	-3%	4%

High-throughput results deposited in PubChem BioAssay by National Center for Advancing Translational Sciences (NCATS).
